Screening data deposited in PubChem by National Center for Advancing Translational Sciences (NCATS).
AID inh: activation induced cytidine deaminase inhibition; Potency, µM (titrated, usually from 115 µM), for inactives: top-dose activity change, negative = inhibition, most hits filed as inhibitors; Q9GZX7; AID deamination FRET fluorescence, UDG-coupled, 4 h; 0.32% of 91,000 active; AID 1347428; further: nearly all actives have a fitted effect of over 25% in size
Target sequence (Q9GZX7 whole entry, looked up): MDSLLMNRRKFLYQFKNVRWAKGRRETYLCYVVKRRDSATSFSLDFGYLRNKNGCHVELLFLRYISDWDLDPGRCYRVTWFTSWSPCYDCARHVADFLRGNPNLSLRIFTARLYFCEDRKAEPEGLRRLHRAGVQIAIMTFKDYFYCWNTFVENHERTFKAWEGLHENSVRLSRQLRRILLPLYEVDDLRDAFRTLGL
UDG counterscr: blocks uracil-DNA glycosylase in AID counter-screen. FRET deamination/UDG coupled assay, UDG read, 4 h. Potency, µM (titrated, usually from 115 µM), without a hit: at the highest dose activity change, negative = inhibition, actives largely listed as inhibitors. 0.14% of 91,000 active. AID 1347430; further: nearly all actives have a fitted effect of over 65% in size
The depositor's hits bear a star; ? = inconclusive; [ ] = remark or other dose. The call rests on the fitted dose curve; in most records, active means well fitted curve in the direction sought with a large enough effect; inconclusive means small, poorly fitted or top-dose-only effect, or another doubt; inactive means no such curve, though single readings can be large; an effect the other way counts as inactive or inconclusive. On the % scale 0 is the no-effect control and ±100 the full control effect; potency means the concentration at half of the fitted maximal effect. The list is partial (hit frequency here may not be typical).

Each structure is followed by: AID inh | UDG counterscr
> Cc1csc2nc(COc3ccc(NC(=O)c4ccccc4F)cc3)cc(=O)n12
  28% | 7%
> CCOc1ccc(OCC)c(NC(=O)C2CCN(c3cnccn3)CC2)c1
  -28% | -3%
> Nc1nccnc1C(=O)NCc1ccc(-n2cccn2)nc1
  -2% | 2%
> Nc1cccc(OCCc2ccccn2)c1
  37%[activator] | -3%
> COC(=O)c1ccc(COc2ccc3c(=O)c(Oc4ccc(OC)cc4)c(C(F)(F)F)oc3c2)cc1
  -2% | 2%
> C(=N\Nc1ccccc1)/c1ccc(OCc2ccccc2)cc1
  -9% | -3%
> N#CCC(=O)NCC1CCCO1 (stereo not given)
  1% | -2%
> CC(C)C(=O)N1CCN(C(=O)c2nn(C)c(=O)c3ccccc23)CC1
  -4% | -3%
> Cc1c(CNC2CCCCC2)c(C(=O)O)c(C)n1Cc1c(F)cccc1Cl
  1% | 5%
> COc1ccc(C(C)=O)cc1CO/N=C/c1ccc(OCc2ccc(Cl)cc2)c(OC)c1
  -7% | -8%
> COc1ccc(NC(=O)CSc2nnc(-c3cccs3)o2)cc1
  11% | 7%
> CCc1ccc(NC(=O)C(=O)NCCc2sc(-c3ccc(C)cc3)nc2C)cc1
  -2% | -4%
> CC1=C(c2ccccc2)S(=O)(=O)NC1=NC(C)C12CC3CC(CC(C3)C1)C2 (stereo not given)
  2% | 10%
> Cc1cccc(CNC(=O)c2oc3c(c2C)-c2nn(Cc4cccc(Cl)c4)cc2CC3)c1
  ? | -16%[57.5 µM]
> O=C(CCSCc1ccccc1F)N1CCN(c2ccc(Cl)cc2)CC1
  -28% | -8%[57.5 µM]
> CC(=O)N1CCN(c2ncnc3c2c(-c2ccccc2)cn3-c2cccc(C)c2)CC1
  ? | 79µM*
> COc1cccc(CSc2nc(-c3ccccc3OC)nc3c2Cc2c(CO)cnc(C)c2O3)c1
  ? | -11%
> CCCn1c(=O)n(CCC(=O)NC2(c3noc(C)n3)CCCCC2)c2ccccc21
  -1% | -7%
> Cc1cccc(NC(=O)CSc2nc(-c3ccco3)nc3cc(=O)[nH]n23)c1
  -1% | 0%
> c1ccc(Nc2nc(CSc3nnnn3C3CCCC3)cs2)cc1
  7% | -4%
> O=C(c1ccc(-c2ccccc2)cc1)c1cc2ccccc2o1
  -1% | -8%
> O=Cc1ccc(-c2cccnc2)o1
  -2% | -1%
> Cn1c(=O)c2c(ncn2CC(=O)Nc2ccccc2C(=O)NCC2CCCO2)n(C)c1=O (stereo not given)
  -6% | 1%
> O=C(CSc1ncnc2sc3c(c12)CCCC3)Nc1cccc(F)c1
  -14% | -3%
> COc1ccccc1CCNC(=O)C(=O)NCC(c1cccs1)S(=O)(=O)c1ccc(F)cc1 (stereo not given)
  6% | -13%
> CCN(C(=O)CSc1ncc2c(n1)-c1cc(Cl)ccc1N(Cc1ccccc1)S2(=O)=O)c1cccc(C)c1
  117%[activator] | 6%
> CC1=Nc2cc(C(=O)N3CCCCC3)ccc2Sc2ccc(C)cc21
  -3% | -4%
> COc1ccc(C2(c3ccc(OC)cc3)C=Cc3c(ccc4ccc(O)cc34)O2)cc1
  -4% | -8%
> Oc1ccc(-c2nc(-c3ccc(Cl)s3)cs2)cc1
  7% | -2%
> CN(c1ccccc1)S(=O)(=O)c1c(-c2cccc(F)c2)csc1C(=O)NCc1ccccc1
  -12% | -4%
> Cc1cccc(-c2nc(CCNC(=O)c3ccc(Br)o3)cs2)c1
  ? | 0%[57.5 µM]
> Cc1c(CNC2CCCCCC2)c(C(=O)O)c(C)n1Cc1cccc(Cl)c1
  10% | -18%[57.5 µM]
> Cc1cccc(-c2c3c(=O)n(C)c(=O)n(C)c3c3cnc4ccccc4n23)c1
  19%[57.5 µM] | 5%[57.5 µM]
> COc1ccc(Nc2ccccc2)cc1
  -17% | -16%
> COc1ccc(CNC(=O)CC2N=C3c4ccccc4N=C(SCC(=O)Nc4ccc(N(C)C)cc4)N3C2=O)cc1 (stereo not given)
  -8% | 0%
> COc1ccccc1C(=O)Nc1cccc(OCc2cc(=O)n3ccccc3n2)c1
  -29% | -3%
> CCc1ccccc1NC(=O)CCc1c[nH]c2ccccc12
  -4% | -4%
> CCc1nn(-c2ccccc2)c2nc(-c3ccccc3OC)c3cc(OC)c(OC)cc3c12
  -20% | ?
> Cc1ccc(Oc2cc(C#N)c(C#N)cc2Oc2ccc(C)c(C)c2)cc1C
  3% | 10%
> CCN(Cc1cccs1)C(=O)/C=C/c1cccnc1
  -9% | -5%
> Cc1cc(C)c(S(=O)(=O)N2CCN(Cc3ccc4c(c3)OCO4)CC2)cc1C
  -19% | 5%
> O=C(NCc1ccco1)c1ccc2c(c1)N(Cc1ccc(F)cc1)C(=O)c1ccccc1S2=O (stereo not given)
  -8% | -3%
> CCOC(=O)c1c(C)oc2c(Cl)cc(NS(=O)(=O)c3ccc(Cl)c(C)c3)cc12
  ? | -8%[57.5 µM]
> O=C(NCCc1ccc(Cl)cc1)c1ccc2c(c1)nc1n2CCOC1
  -20% | -7%
> CN(C(=O)CSc1nc2ncccc2o1)c1ccc(F)cc1
  -2% | 8%
> CCn1c(=O)n(-c2ccc(F)c(Cl)c2)c(=O)c2c3c(sc21)CN(C(C)=O)CC3
  12% | ?
> Cc1ccc(C(=O)c2cn(Cc3cccc(C)c3)c3nc(C)ccc3c2=O)cc1
  ? | -11%
> COc1ccc(N2CCN(C(=O)Cn3c(-c4cccs4)cc4ccccc43)CC2)cc1
  50%[activator] | 16%
> Cc1ccc(CNC(=O)C2CCCN(c3ncnc4onc(-c5ccc(F)cc5)c34)C2)cc1 (stereo not given)
  ? | 1%
> COc1ccc(OC)c(NC(=O)COC(=O)c2cc(C)nc3ccccc23)c1
  -10% | -3%
> CCn1c(=O)c2cc(C(=O)NC3CCCCCC3)sc2c2ccccc21
  -10% | -6%
> CC1(C)CC(=O)c2cc(C(=O)Nc3ccccc3Cl)c(=O)n(-c3ccc(Cl)cc3)c2C1
  6% | 0%
> CCN(CC)S(=O)(=O)c1ccc2nc(NC(=O)c3ccccc3OC)sc2c1
  -5% | 2%
> Cc1oc2ncn(CC(C)C)c(=O)c2c1C(=O)NCCCN1CCCCC1C (stereo not given)
  114%[activator] | ?
> CCOc1ccccc1NC(=O)COC(=O)CC(C)(C)CC1=NS(=O)(=O)c2ccccc2N1
  41%[activator] | 3%
> COc1ccc(-c2cc(-c3ccccc3)nc3c2COc2ccccc2-3)cc1
  -3% | -7%
> COc1ccc(S(=O)(=O)N(Cc2nc(-c3cccc(C)c3)no2)C2CCCCC2)cc1
  0% | -6%
> CN(C)c1ccc(/C=N/NC(=O)c2ccc(N(C)C)cc2)cc1
  -7% | -15%
> O=C(NCc1ccccc1)C(=O)NCC(c1ccco1)S(=O)(=O)c1cccs1 (stereo not given)
  6% | 20%
> COc1ccccc1NC(=O)Cn1c(SCC(=O)Nc2ccc(F)cc2)nc2ccccc21
  -8% | -8%

Other entries follow.
Each structure is followed by: AID inh | UDG counterscr
> O=C(CSc1nc2c([nH]c3ccccc32)c(=O)n1-c1ccc(F)cc1)N1CCCCCC1
  -14% | -11%
> CC(=O)OCCNC(=O)c1cc2ccccc2oc1=O
  -6% | -4%
> Cc1ccc(C(=O)OC2CCCN(C)C2)cc1 (stereo not given)
  -4% | -5%
> CC1CCC(NC(=O)C(=O)Nc2ccc(C(C)(C)C)cc2)CC1 (stereo not given)
  2% | 9%
> CCOc1ccccc1CNC(=O)c1ccc2c(c1)sc1nc(-c3ccccc3)cn12
  -20% | 1%[57.5 µM]
> COC(=O)C(C)OC(=O)/C=C/c1ccc2ccccc2n1 (stereo not given)
  -4% | -16%
> NC(=O)NNC(=S)NC1CCCCC1
  -9% | 6%
> COC(=O)C1CCN(c2nc3ccccc3nc2C(C#N)C(=O)NC2CCCC2)CC1 (stereo not given)
  2% | 1%
> COc1ccc(NC(=O)Cn2nc(C(F)(F)F)c3c2CCCC3)cc1OC
  -1% | -5%
> CCOC(=O)N1CCc2c(sc(NCc3cc(OC)c(OC)cc3OC)c2C(=O)Nc2ccc(OCC)cc2)C1
  277%[activator] | -8%
> CCn1c(=O)cc(OCC(=O)NCc2ccccc2Cl)c2ccccc21
  ? | -7%
> CCOC(=O)c1c(C)[nH]c(CCC(=O)NCc2cc(Br)ccc2OC)c1C
  -5% | -10%[57.5 µM]
> COC(=O)c1ccc(CO/N=C/c2ccc(Cl)cc2Cl)cc1
  -2% | 7%
> CCN(CC)C(=O)Oc1ccc2c(C)c(-c3ccccc3)c(=O)oc2c1
  -13% | -6%
> Cc1[nH]c2ccccc2c1C(=O)COC(=O)C(C)C
  3% | 3%
> CCOc1ccc(NC(=O)c2c(NC(=O)CN3CCCC(C)C3)sc3c2CCC3)cc1 (stereo not given)
  7% | 15%
> COc1ccc(-c2nc(C#N)c(NC(C)c3ccccc3)o2)cc1 (stereo not given)
  -6% | 8%
> CCSc1nc2sc3c(c2c(=O)n1-c1ccc(C)cc1)CCCC3
  14% | -7%
> CCOc1ccc(Cn2c(CNS(=O)(=O)c3cccc(Cl)c3)nc3cccnc32)cc1
  8% | 3%
> O=C(Nc1c(C(=O)O)oc2ccccc12)c1ccc(C(F)(F)F)cc1
  -27% | 4%
> CC(C)OC(=O)COc1ccc2cc(-c3ccc(Cl)cc3)c(=O)oc2c1
  -4% | -1%
> Cc1ccc(-c2nnn(Cc3cc(=O)n4ccsc4n3)n2)cc1
  -4% | -17%
> Cc1cc2c(cc1S(=O)(=O)C(C)CC(=O)NC1CCC(C)CC1)OCC(=O)N2 (stereo not given)
  2% | -10%[57.5 µM]
> COc1ccccc1N1CCN(C(CNC(=O)C(=O)NCCc2ccccc2)c2cccnc2)CC1 (stereo not given)
  -1% | 4%
> Cc1ccc(CNCc2ccccc2Cl)s1
  14% | 0%
> Cc1cc(C)c2cc(C(=O)OCc3ccc(C(=O)N4CCCC4)cc3)[nH]c2c1
  -16% | -7%
> CCc1ccc(OC(=O)c2ccccc2C)c(Br)c1
  -11% | -13%
> CC(C)c1nnc(SCC(=O)N(C)CCOc2ccc(Br)cc2)n1Cc1ccco1
  -7% | 4%
> CCN(CC)S(=O)(=O)c1cccc(NC(=O)c2ccc3ccccc3n2)c1
  -12% | -8%
> Cc1ccc(-c2c(C)n3c4c(=O)n(C)c(=O)n(C)c4nc3n2-c2cccc(O)c2)cc1
  -1% | 3%
> CN1CC(=O)N/C1=N/C(=O)Nc1cccc(Cl)c1
  -3% | 1%
> Cc1ccc(NC(=O)c2ccc(-n3c(C)nnc3C)cc2)cc1F
  15%[57.5 µM] | -11%[57.5 µM]
> CCCCN(CC)CCNC(=O)C1CCCN(c2ncnc3onc(C)c23)C1 (stereo not given)
  7% | 8%
> CC1CCc2c(sc3nnn(Cc4ccccc4)c(=O)c23)C1 (stereo not given)
  -22% | -4%
> COc1ccc(Cn2c(SCc3ccc(C(=O)NCc4ccc(C)cc4)cc3)nc3cccnc32)cc1
  -2% | ?
> COc1cc2c(=O)c(S(=O)(=O)c3ccccc3)cn(CC(=O)Nc3ccccc3C)c2cc1OC
  -2% | 6%
> CCc1ccc(CNC(=O)C2CCCN(c3nnc(C)c4c(C)n(-c5ccccc5)nc34)C2)cc1 (stereo not given)
  ? | -4%
> COCCCNC(=O)Cn1c(=O)n(-c2cccc(C)c2)c(=O)c2c1c1cc(C)ccc1n2C
  -2% | 10%
> COc1ccc(CNC(=O)c2cc3c(=O)n(Cc4cccs4)ccc3nc2C)cc1
  -4% | -7%
> Cc1n[nH]c(C)c1S(=O)(=O)N(CC(=O)NCc1ccccc1Cl)c1ccc(C(C)C)cc1
  -21% | 5%
> CCc1nc(N)sc1C
  -3% | 7%
> Cc1oc(-c2ccc(C(=O)N3CCN(C)CC3)cc2)nc1CN1CCc2ccccc21
  -3% | -3%
> COCCn1c(CNC(=O)c2cc(OC)c(OC)c(OC)c2)nc2cccnc21
  7% | 13%
> COCCn1c(C)cc(C(=O)C(=O)Nc2nnc(COc3cc(C)ccc3C)s2)c1C
  1% | -9%
> CC(C)NC(=O)c1cc2c(Cl)nc3ccccc3c2s1
  -16% | -9%
> COc1cccc(C(=O)c2sc(Nc3ccc(C)cc3C)c(S(=O)(=O)c3ccccc3)c2N)c1
  ? | -17%
> CC(C)(C)C(=O)N1CCN(c2nc3c(F)cccc3s2)CC1
  -13% | -15%
> COc1ccc(/C=C/C(=O)OCc2cc(=O)oc3cc(C)ccc23)cc1
  3% | 8%
> COc1cc(NC(=O)CSc2nc3ncccc3o2)cc(OC)c1
  6% | -4%
